Screening data: PubChem BioAssay, The Scripps Research Institute Molecular Screening Center
TEAD-YAP block: TEAD-YAP interaction inhibition. 640,000 tested, 1.4% active. inhibition, % at 9.12 µM. AID 1259422. HEK-TIYL cells, TEAD-Gal4/YAP UAS-luciferase luminescence; in the data active = inhibition above about 32%;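 also: 0% = median of test compound wells and 100% = reference inhibitor wells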
FBW7 activator: human FBW7 E3 ligase activation, primary screen; AlphaScreen FBW7–phospho-cyclin E peptide binding, activator screen; normalized activity (activation), % at 26.1 µM; Q969H0; 650,000 tested, 0.13% active; AID 1259310; in the data active = normalized activity above about 1.9%;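 also: purified mutant Fbw7 with reduced substrate affinity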
Target sequence (Q969H0 whole entry, looked up): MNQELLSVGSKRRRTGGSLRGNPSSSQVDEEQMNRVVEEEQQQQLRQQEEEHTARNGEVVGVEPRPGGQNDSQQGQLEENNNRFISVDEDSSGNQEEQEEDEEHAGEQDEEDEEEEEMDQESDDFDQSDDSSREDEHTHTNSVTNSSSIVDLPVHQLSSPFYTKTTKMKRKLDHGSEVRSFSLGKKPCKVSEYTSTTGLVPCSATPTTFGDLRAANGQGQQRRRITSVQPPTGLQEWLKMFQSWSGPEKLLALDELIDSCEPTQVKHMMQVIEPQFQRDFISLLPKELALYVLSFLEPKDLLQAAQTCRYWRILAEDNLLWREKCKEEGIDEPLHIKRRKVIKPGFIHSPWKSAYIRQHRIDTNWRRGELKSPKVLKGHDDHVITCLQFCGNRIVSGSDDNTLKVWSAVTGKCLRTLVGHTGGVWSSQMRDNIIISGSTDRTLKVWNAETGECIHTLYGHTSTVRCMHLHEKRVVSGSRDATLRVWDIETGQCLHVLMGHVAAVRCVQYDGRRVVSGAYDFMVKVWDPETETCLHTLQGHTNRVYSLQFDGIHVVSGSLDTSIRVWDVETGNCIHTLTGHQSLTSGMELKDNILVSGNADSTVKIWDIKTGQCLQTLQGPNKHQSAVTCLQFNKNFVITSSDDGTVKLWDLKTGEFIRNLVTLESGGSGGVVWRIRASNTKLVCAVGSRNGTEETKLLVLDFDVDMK
MITF primary: human MITF inhibition, primary screen. AID 1259374. AlphaScreen MITF homodimerization, bead proximity signal. O75030. 650,000 tested, 0.91% active. inhibition, % at 2.6 µM; in the data active = inhibition above about 50%;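 also: 0% = vehicle wells with protein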
GPR151 ag: activators of human GPR151 | Q8TDV0 | PathHunter beta-arrestin GPR151 cells, luminescence | activation, % at 11.2 µM | 650,000 tested, 1% active | AID 1508602; in the data active = activation above about 4.9%;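 also: 0% = median of compound wells and 100% = cells with positive control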
Target sequence (Q8TDV0 whole entry, looked up): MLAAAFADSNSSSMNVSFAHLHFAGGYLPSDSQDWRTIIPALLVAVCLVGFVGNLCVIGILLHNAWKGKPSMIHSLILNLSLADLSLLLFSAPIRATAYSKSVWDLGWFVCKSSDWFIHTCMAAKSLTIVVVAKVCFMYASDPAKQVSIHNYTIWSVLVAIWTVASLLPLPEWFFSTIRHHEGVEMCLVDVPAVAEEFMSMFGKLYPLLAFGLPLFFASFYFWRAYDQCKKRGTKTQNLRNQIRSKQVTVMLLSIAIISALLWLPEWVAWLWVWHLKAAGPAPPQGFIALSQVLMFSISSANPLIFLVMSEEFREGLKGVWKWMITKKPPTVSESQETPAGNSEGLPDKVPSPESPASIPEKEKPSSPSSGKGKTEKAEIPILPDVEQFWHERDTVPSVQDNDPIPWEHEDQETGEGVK
* marks the source's active call; other numbers are inactive results.

What do the screens show for `CCN1CCN(CCCN2C(=O)C3C(C(=O)Nc4ccc(C)c(C)c4)C4C=CC3(O4)C2C(=O)NC2CCCC(C)C2C)CC1` (centres undefined)?
TEAD-YAP block: -5; FBW7 activator: -0.1; MITF primary: -4; GPR151 ag: 1.3

What do the screens show for `COc1ccc(CCNC(=O)Cc2cn(-c3ccc(Nc4ccc5ncccc5c4)nn3)c3ccccc23)cc1`?
TEAD-YAP block: 16; FBW7 activator: 0.2; MITF primary: -5; GPR151 ag: 1.9

Results for N#Cc1ccccc1OCCn1cnc2ccccc21 ?
TEAD-YAP block: -4; FBW7 activator: -0.1; MITF primary: 6; GPR151 ag: 1.0

Results for Cc1c(N)ccc2nc3c(=O)n(Cc4ccccc4)c(=O)[nH]c3nc12 ?
TEAD-YAP block: 1; FBW7 activator: -0.1; MITF primary: -2; GPR151 ag: 0.3

How did N/C(=N\OC(=O)/C=C/c1ccccc1)c1cccc([N+](=O)[O-])c1 do in these assays?
TEAD-YAP block: 2; FBW7 activator: -0.1; MITF primary: 17; GPR151 ag: 0.9

Results for O=C1CC(Cc2ccccc2)N=C(NC(=O)c2ccccc2)N1 (centres undefined) ?
TEAD-YAP block: 0; FBW7 activator: 0.1; MITF primary: -9; GPR151 ag: -0.7

What do the screens show for `Cc1cccc(-c2cc3nc(C)cc(NCCCn4ccnc4)n3n2)c1`?
TEAD-YAP block: -9; FBW7 activator: -0.1; MITF primary: 0; GPR151 ag: 0.4

What do the screens show for `N#CCC(=O)N/N=C/c1ccc(OCc2ccc([N+](=O)[O-])cc2)cc1`?
TEAD-YAP block: -30; FBW7 activator: 0.2; MITF primary: 30; GPR151 ag: 0.1

How did CC1(C)CC2CC(C)(CN2C(=O)COC(=O)Cn2cnc3ccccc32)C1 (centres undefined) do in these assays?
TEAD-YAP block: 1; FBW7 activator: -0.1; MITF primary: -14; GPR151 ag: -2.2

What do the screens show for `O=C1C2CC=C(Cl)CC2C(=O)N1CNc1ccccc1` (centres undefined)?
TEAD-YAP block: -2; FBW7 activator: 0.4; MITF primary: 19; GPR151 ag: -0.1

3 compounds from above, sorted by SMILES length, descending:
What do the screens show for `COc1ccc(CCNC(=O)Cc2cn(-c3ccc(Nc4ccc5ncccc5c4)nn3)c3ccccc23)cc1`?
TEAD-YAP block: 16; FBW7 activator: 0.2; MITF primary: -5; GPR151 ag: 1.9

How did N/C(=N\OC(=O)/C=C/c1ccccc1)c1cccc([N+](=O)[O-])c1 do in these assays?
TEAD-YAP block: 2; FBW7 activator: -0.1; MITF primary: 17; GPR151 ag: 0.9

How did CC1(C)CC2CC(C)(CN2C(=O)COC(=O)Cn2cnc3ccccc32)C1 (centres undefined) do in these assays?
TEAD-YAP block: 1; FBW7 activator: -0.1; MITF primary: -14; GPR151 ag: -2.2

Returning to the listing with the 2 entries that preceded the break.
How did CC1(C)CC2CC(C)(CN2C(=O)COC(=O)Cn2cnc3ccccc32)C1 (centres undefined) do in these assays?
TEAD-YAP block: 1; FBW7 activator: -0.1; MITF primary: -14; GPR151 ag: -2.2

What do the screens show for `O=C1C2CC=C(Cl)CC2C(=O)N1CNc1ccccc1` (centres undefined)?
TEAD-YAP block: -2; FBW7 activator: 0.4; MITF primary: 19; GPR151 ag: -0.1

What do the screens show for `CC(=O)c1cccc(N=C2N=C(N)c3ccccc32)c1`?
TEAD-YAP block: 10; FBW7 activator: -0.1; MITF primary: -7; GPR151 ag: -0.4

How did CCN1CCC(N(Cc2cccc(OC)c2)C(=O)Nc2cc(F)ccc2F)CC1 do in these assays?
TEAD-YAP block: 3; FBW7 activator: -0.2; MITF primary: -7; GPR151 ag: 0.9

How did COc1ccc2nc(NCCNC(=S)NCc3ccco3)c(C#N)cc2c1 do in these assays?
TEAD-YAP block: -6; FBW7 activator: 0.2; MITF primary: 10; GPR151 ag: -0.9

How did O=C1CN(S(=O)(=O)c2ccc([N+](=O)[O-])cc2)CC(=O)N1CCc1ccccc1 do in these assays?
TEAD-YAP block: 5; FBW7 activator: 0.0; MITF primary: -11; GPR151 ag: 1.5

How did O=C(COc1cccc2ccc(N3CCN(c4ccccc4)CC3)nc12)NCC1CCCO1 (centres undefined) do in these assays?
TEAD-YAP block: -12; FBW7 activator: -0.1; MITF primary: -10; GPR151 ag: 0.6

What do the screens show for `COc1ccc(NC(=O)C2CC(=O)N(C)C(=Nc3ccc(Cl)c(C(F)(F)F)c3)S2)cc1` (centres undefined)?
TEAD-YAP block: 5; FBW7 activator: 0.0; MITF primary: -2; GPR151 ag: 1.0

How did C#CCN1C(=O)C(O)(CC(=O)c2c(C)coc2C)c2cc(Br)ccc21 (centres undefined) do in these assays?
TEAD-YAP block: 4; FBW7 activator: 0.0; MITF primary: 7; GPR151 ag: 0.1

What do the screens show for `CCOc1ccc(S(=O)(=O)NCc2ccc3c(c2)OCO3)c2ccccc12`?
TEAD-YAP block: 1; FBW7 activator: 0.6; MITF primary: 4; GPR151 ag: -0.7

Results for COc1ccc(CN2CCc3nc(N4CCCC4)[nH]c(=O)c3C2)cc1OC ?
TEAD-YAP block: 2; FBW7 activator: -0.2; MITF primary: -2; GPR151 ag: 0.2

What do the screens show for `O=C(N/N=C/c1ccccc1C(=O)O)c1ccccc1O`?
TEAD-YAP block: 1; FBW7 activator: 0.1; MITF primary: 15; GPR151 ag: -4.2

Gathered by group, the compounds so far containing a furan ring, fused or not.
How did COc1ccc2nc(NCCNC(=S)NCc3ccco3)c(C#N)cc2c1 do in these assays?
TEAD-YAP block: -6; FBW7 activator: 0.2; MITF primary: 10; GPR151 ag: -0.9

How did C#CCN1C(=O)C(O)(CC(=O)c2c(C)coc2C)c2cc(Br)ccc21 (centres undefined) do in these assays?
TEAD-YAP block: 4; FBW7 activator: 0.0; MITF primary: 7; GPR151 ag: 0.1

More compounds
Results for COc1ccc(Br)cc1/C=N/NC(=O)COc1cccc(C)c1 ?
TEAD-YAP block: 1; FBW7 activator: 0.0; MITF primary: -5; GPR151 ag: -0.1

How did O=S(=O)(Nc1cccc2cccnc12)c1ccccc1O do in these assays?
TEAD-YAP block: 72*; FBW7 activator: -0.3; MITF primary: 60*; GPR151 ag: 1.0

What do the screens show for `COc1cc(C(=O)N(c2ccccn2)C2CCCCC2)cc(OC)c1OC`?
TEAD-YAP block: 2; FBW7 activator: -0.1; MITF primary: -5; GPR151 ag: 1.1

How did Cc1ccc(S(=O)(=O)c2cn(C)c(=O)n2C)cc1 do in these assays?
TEAD-YAP block: -2; FBW7 activator: -0.1; MITF primary: -18; GPR151 ag: -0.9

How did CC(=O)Nc1cccc(NC(=O)CSc2nc3ccccc3[nH]2)c1 do in these assays?
TEAD-YAP block: -14; FBW7 activator: 0.0; MITF primary: 4; GPR151 ag: 0.6

What do the screens show for `COc1ccc(S(=O)(=O)NC2CC2)c2cccnc12`?
TEAD-YAP block: -3; FBW7 activator: -0.2; MITF primary: -8; GPR151 ag: -1.1

Results for Cc1ccc(C(=O)Nc2ccc(N(C)C)c3ccccc23)cc1 ?
TEAD-YAP block: -16; FBW7 activator: 0.1; MITF primary: 17; GPR151 ag: -1.3

Results for C=CCn1c(O)c(C2=c3cc(I)ccc3=NC2=O)sc1=S ?
TEAD-YAP block: 2; FBW7 activator: 0.7; MITF primary: 9; GPR151 ag: -1.5

What do the screens show for `O=C(CCc1nc(-c2ccccc2F)no1)N1CCN(C2CCCCC2)CC1`?
TEAD-YAP block: 1; FBW7 activator: -0.1; MITF primary: 8; GPR151 ag: 0.3

How did CC(=O)Nc1nc(C)cs1 do in these assays?
TEAD-YAP block: -1; FBW7 activator: -0.1; MITF primary: 8; GPR151 ag: -0.6

Results for CCOCCOC(=O)C1=C(C)NC2=C(C(=O)CC(c3ccc(Cl)cc3)C2)C1c1ccc(Cl)cc1Cl (centres undefined) ?
TEAD-YAP block: 9; FBW7 activator: 0.2; MITF primary: 2; GPR151 ag: 1.2

Results for COc1ccc(Oc2coc3cc(OC(=O)c4ccc(C(C)(C)C)cc4)ccc3c2=O)cc1 ?
TEAD-YAP block: 3; FBW7 activator: 0.6; MITF primary: 8; GPR151 ag: -0.1

What do the screens show for `CCCCS(=O)(=O)N1CCN(c2ccc(-n3nc(C)cc3C)nn2)CC1`?
TEAD-YAP block: -25; FBW7 activator: 0.0; MITF primary: -7; GPR151 ag: -1.6

How did COc1ccc(C=Nc2ccccc2OC)c(OC)c1 do in these assays?
TEAD-YAP block: 4; FBW7 activator: 0.0; MITF primary: 1; GPR151 ag: 0.0

Results for O=C(NC(=S)Nc1ccc(Cl)c([N+](=O)[O-])c1)c1ccco1 ?
TEAD-YAP block: -18; FBW7 activator: -0.1; MITF primary: 6; GPR151 ag: 0.4

How did CN1CCN(CCC(=O)Nc2cccc(F)c2)CC1 do in these assays?
TEAD-YAP block: 5; FBW7 activator: 0.2; MITF primary: -14; GPR151 ag: -1.8

What do the screens show for `CC(C)C(NS(=O)(=O)c1ccccc1[N+](=O)[O-])C(C)C`?
TEAD-YAP block: 1; FBW7 activator: 0.0; MITF primary: -86; GPR151 ag: -0.7

How did O=C(C(Cl)Cl)N1CCN(Cc2ccccc2)CC1 do in these assays?
TEAD-YAP block: 12; FBW7 activator: 0.0; MITF primary: -6; GPR151 ag: -0.6

Results for CCOC(=O)C1=C(C)NC(=O)NC1c1ccsc1 (centres undefined) ?
TEAD-YAP block: 8; FBW7 activator: 0.0; MITF primary: 4; GPR151 ag: 2.2

Results for Cc1ccc(-c2csc(NC(=O)COc3cc(C)cc(C)c3)n2)cc1 ?
TEAD-YAP block: -9; FBW7 activator: 1.3; MITF primary: 12; GPR151 ag: -0.6

How did CC(C)(C)NC(=O)CSc1nc2cc3c(cc2cc1C#N)OCCO3 do in these assays?
TEAD-YAP block: -8; FBW7 activator: -0.1; MITF primary: -9; GPR151 ag: -0.6

What do the screens show for `CCCCCC(=O)NC(=S)NNC(=O)c1ccc([N+](=O)[O-])cc1`?
TEAD-YAP block: 0; FBW7 activator: 0.2; MITF primary: 5; GPR151 ag: -0.7

What do the screens show for `CCCCC(=O)NC(c1ccc(OC)c(OC)c1)c1ccc2cccnc2c1O` (centres undefined)?
TEAD-YAP block: 89*; FBW7 activator: -1.6; MITF primary: 22; GPR151 ag: 1.0

What do the screens show for `O=C1CC(c2ccco2)CC2=C1C(c1ccc([N+](=O)[O-])cc1)C1=C(N2)c2ccccc2C1=O` (centres undefined)?
TEAD-YAP block: -3; FBW7 activator: 0.3; MITF primary: 19; GPR151 ag: -1.4

What do the screens show for `COc1cc(Nc2ccc(-c3cccs3)cn2)cc(OC)c1OC`?
TEAD-YAP block: 0; FBW7 activator: -0.1; MITF primary: 7; GPR151 ag: 0.6

What do the screens show for `CCOC(=O)C(NC(=O)c1ccccc1)(Nn1cnnc1)C(F)(F)F` (centres undefined)?
TEAD-YAP block: 11; FBW7 activator: 0.0; MITF primary: 1; GPR151 ag: 0.5

What do the screens show for `COc1cccc(C(=O)NNC(=O)CCN2CCN(c3ccccc3)CC2)c1`?
TEAD-YAP block: 6; FBW7 activator: 0.2; MITF primary: 7; GPR151 ag: -0.3

Results for CCc1noc(C)c1C(=O)N1CCC(CCC(=O)Nc2cccc(C)c2)CC1 ?
TEAD-YAP block: 7; FBW7 activator: 0.1; MITF primary: -5; GPR151 ag: 4.2

Results for COc1ccc(NC(=O)CSc2nnc3[nH]c(=O)c(C)c(C)n23)cc1 ?
TEAD-YAP block: -6; FBW7 activator: 0.1; MITF primary: 4; GPR151 ag: -1.9

Results for O=C(CCc1nc2cccnc2n1-c1ccccc1)Nc1cccc(-c2ccno2)c1 ?
TEAD-YAP block: 6; FBW7 activator: -0.1; MITF primary: -17; GPR151 ag: 0.1

How did COC1(NS(=O)(=O)c2ccc(C)cc2)C(Cl)=C(Cl)C(=O)C(Cl)=C1Cl do in these assays?
TEAD-YAP block: -1; FBW7 activator: -0.5; MITF primary: 19; GPR151 ag: 0.1

What do the screens show for `COc1ccc(C2CC(c3cccs3)=NN2C(=O)CSc2nnc(CNC(=O)c3cccc(F)c3)n2-c2cccc(Cl)c2)cc1` (centres undefined)?
TEAD-YAP block: -17; FBW7 activator: 0.0; MITF primary: -22; GPR151 ag: 0.2

How did CN(C)S(=O)(=O)c1cc(NC(=O)CSc2cccc[n+]2[O-])ccc1Cl do in these assays?
TEAD-YAP block: 2; FBW7 activator: -0.1; MITF primary: 3; GPR151 ag: -0.6

What do the screens show for `N#CC(C#N)=Cc1cn(CCC(=O)O)nc1-c1ccc(-c2ccccc2)cc1`?
TEAD-YAP block: -1; FBW7 activator: 0.0; MITF primary: 2; GPR151 ag: -1.9

Results for CCOC(=O)c1nn(CCO)c2c1CN(Cc1cn(-c3ccccc3)nc1-c1ccccc1)CC2 ?
TEAD-YAP block: 6; FBW7 activator: -0.1; MITF primary: -2; GPR151 ag: -0.1

How did O=C(CN1C2=NCCCN2c2ccccc21)c1cccc([N+](=O)[O-])c1 do in these assays?
TEAD-YAP block: 15; FBW7 activator: -0.1; MITF primary: -3; GPR151 ag: 2.9

What do the screens show for `COc1ccccc1N1COc2ccc(F)cc2C1`?
TEAD-YAP block: -5; FBW7 activator: 0.1; MITF primary: 19; GPR151 ag: 2.4

Results for Cc1c(NC(=S)NC(=O)c2oc3ccccc3c2C)cccc1-c1nc2ccccc2o1 ?
TEAD-YAP block: 0; FBW7 activator: -0.1; MITF primary: -8; GPR151 ag: -0.9

Results for Brc1cccc(Nc2nc(-c3ccccn3)cs2)c1 ?
TEAD-YAP block: -14; FBW7 activator: -0.4; MITF primary: 1; GPR151 ag: 22*

How did CCOc1ccccc1NC(=O)Nc1ncccc1C do in these assays?
TEAD-YAP block: 5; FBW7 activator: -0.1; MITF primary: -10; GPR151 ag: -0.9

Results for O=C(Nc1ccc2nc(SCc3ccc([N+](=O)[O-])cc3)sc2c1)c1ccccc1Cl ?
TEAD-YAP block: -40; FBW7 activator: -0.1; MITF primary: -6; GPR151 ag: -1.4
